Screening results (PubChem)
SSB-PriA inh: blocks PriA binding to SSB C-terminal tail | AlphaScreen SSBct-PriA binding, biotinylated peptide | inhibition, % at 33 µM | actives 0.6% (n = 430,000) | AID 1272365; in the data active = inhibition mostly above about 37%, no sharp cut-off; inactive = mostly below about 20%;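 also: plate controls were negative control peptide for no effect and reference peptide for full effect; strong numbers were not always called active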
Active calls of the source: *; i = inactive; & = joins results of further samples. The list is partial; rates above refer to the full screens.

item	Molecule	SSB-PriA inh
1	COc1cccc(C(=O)Nc2nc(-c3ccccc3)ns2)c1	-13
2	CN(CC1Cc2ccccc2CO1)C(=O)Nc1cccs1 (configuration not stated)	4
3	COCCNC(=O)C(=O)NCC1CCN(C(=O)Oc2ccccc2)CC1	-3
4	O=C(Nc1nc(-c2cc(Cl)sc2Cl)cs1)C1CCCCC1	-16
5	CCCCn1c(O)c(C=Nc2ccccc2C(=O)O)c(C)c(C#N)c1=O	-5&-3
6	Nc1ncnc(NNC(=O)CNC(=O)c2ccc(S(=O)(=O)N3CCCCC3)cc2)c1[N+](=O)[O-]	-4
7	Cc1ccc(C=NNC(=O)c2ccc(NC(=O)c3ccc(Cl)cc3)cc2)o1	-6
8	CCCc1c(C)c(C#N)c2nc3ccccc3n2c1NCCCn1ccnc1	-12
9	COc1ccc(-c2[nH]n3c(=O)cc(C)nc3c2C)cc1OC	-4
10	COc1ccc(S(=O)(=O)CCC(=O)Nc2c3c(nn2C)CCC3)cc1	-4

Next entries follow.
item	Molecule	SSB-PriA inh
11	COC(=O)c1c(NC(=O)c2ccnn2C)sc2c1CCC2	-12
12	COc1cccc2cc(C(=O)N3CCc4ncncc4C3)oc12	-6
13	CCOc1ccc(-c2noc([C@H]3CCCN(S(=O)(=O)c4ccc(C)cc4)C3)n2)cc1	-5
14	O=C(Nc1ccccc1-c1nc2ccccc2s1)c1ccc([N+](=O)[O-])cc1	-14
15	Cn1cc(C(=O)NCC2CCN(C(=O)Oc3ccccc3)CC2)nn1	9
16	Cc1cc(-c2nnc(NC(=O)Cc3ccccc3)o2)n(C)n1	14
17	O=C(CSCc1ccccc1)NCCn1ccnc1-c1ncccn1	42*
18	COc1ccc2c(Cl)c(C(=O)Nc3nc(-c4ccc(F)cc4)cs3)sc2c1	-9
19	CS(=O)(=O)N1CCC(C(=O)Nc2ccc3c(c2)N(C(=O)C2CCCO2)CC3)CC1 (configuration not stated)	0
20	Cn1cc(S(=O)(=O)NCC2CCN(C(=O)COc3ccccc3)CC2)cn1	6

(listing goes on)
item	Molecule	SSB-PriA inh
21	Cc1nn(-c2ccc(Nc3ccc(NS(=O)(=O)c4ccc5c(c4)OCCO5)cc3)nn2)c(C)c1C	-4
22	O=C(Cc1cccs1)NCCn1ccn2nccc12	0
23	COc1ccc(CCNC(=O)NCC2CCN(c3cnccn3)CC2)cc1	-2
24	O=C(c1cc2ccccc2oc1=O)N1CCN(Cc2nc(-c3cccs3)cs2)CC1	-2
25	O=C(CN1CCC(COCc2ccc(F)cc2)CC1)Nc1cccc(C(F)(F)F)c1	-71
26	CCOc1ccc(C(O)=C2C(=O)C(=O)N(c3ncccn3)C2c2ccc(Cl)cc2)cc1 (configuration not stated)	-6
27	O=C(CSc1ncccc1C(=O)O)Nc1ccc(F)cc1F	7
28	CC(C)Cn1c(SCc2nc(-c3ccccc3Cl)no2)nc2ccsc2c1=O	-23
29	O=C1C(=O)N(CCN2CCOCC2)C(c2cccc(Cl)c2)C1=C(O)c1ccc2c(c1)OCO2 (configuration not stated)	-11
30	O=C(NCC(O)c1csc2ccccc12)c1noc2c1CCCC2 (configuration not stated)	-5

Additional results
item	Molecule	SSB-PriA inh
31	Cc1coc(C)c1C(=O)Nc1ccc(Cl)c(Cl)c1	-27
32	O=C(NCC(O)c1ccoc1)C1COc2ccccc2O1 (configuration not stated)	-3
33	CCN(CC)C(=N)C(C#N)=NNc1ccccc1	12
34	O=C(Nc1cc(OCc2ccccc2)ncn1)c1ccc(F)cc1	-22
35	COc1ccc(OC)c2sc(N3CCN(C(=O)Cc4ccc(Cl)s4)CC3)nc12	-12
36	Cc1ccc(C)c(Cn2cc(SCC(=O)Nc3ccc(Cl)c(Cl)c3)c3ccccc32)c1	5
37	O=C(NCCn1nc(-c2ccc(Cl)cc2)ccc1=O)C1CCCCC1	0
38	CC(=O)N1CCc2cc(NC(=O)CSc3nnnn3-c3ccccc3)ccc21	8
39	S=c1[nH]nc(Cc2ccccc2)o1	-5
40	CC(=O)Nc1ccc2nc(NC(=O)C3CCN(S(C)(=O)=O)CC3)sc2c1	-5

Further structures.
item	Molecule	SSB-PriA inh
41	Cn1nc(C2CC2)cc1N1CCN(C(=O)Cc2cccc3ccccc23)CC1	0
42	O=C(CCCS(=O)(=O)Cc1ccccc1)Nc1nc(-c2ccc(Cl)cc2Cl)cs1	-10
43	CN(C)C=NC(=S)Nc1ccccc1	-8
44	COc1c[nH]c(C(=O)O)cc1=O	-10
45	COC(=O)c1ccccc1C(=O)N1CCCN(S(=O)(=O)c2cnn(C)c2)CC1	-6
46	Oc1cccc(C=NNP(=S)(c2ccccc2)c2ccccc2)c1	13
47	O=S(=O)(NCc1cncc(-c2ccsc2)c1)c1ccc(Cl)s1	-13
48	CC(C)NC(=O)Cn1cnc2ccccc21	-6
49	CCN(CC)C(=O)C(=O)NN=Cc1cccc(Br)c1	-16
50	CCOC(=O)c1ccc(NC(=O)CSc2nnc(NC(=O)Cc3ccc(OC)cc3)s2)cc1	6

(continued)
item	Molecule	SSB-PriA inh
51	COC(=O)c1ccccc1NC(=O)CN1CCCN(Cc2ccccc2C)S1(=O)=O	3
52	CN(C)S(=O)(=O)c1ccc(C(=O)NCCc2csc3nc(-c4cccc(F)c4)nn23)cc1	-7
53	NC(Cc1ccc(Cl)cc1)=NOC(=O)c1ccc2ccccc2c1	-14
54	CC1=CC(=NNC(=O)c2cccs2)CC(C)(C)C1	7
55	O=S(=O)(c1ccc(F)cc1F)N1CCN(c2ccc(-c3ccco3)nn2)CC1	-6
56	CO[C@@H](CNC(=O)CCc1ccccc1Br)c1ccccc1C	-13
57	CS(=O)(=O)N1CC(C(=O)NCc2ccccc2Cl)C1	-9
58	O=c1ccc(-c2ccncc2)nn1CCCNS(=O)(=O)c1cccnc1	-4
59	Cc1ccc(C)c(NC(=O)C(=O)NC[C@@H](c2cccn2C)N2CCc3ccccc3C2)c1	-11
60	Cn1c(SCc2ccc(N3CCCC3=O)cc2)nc2cc(-c3ccccc3)sc2c1=O	-26

Following part
item	Molecule	SSB-PriA inh
61	Cc1cccc(C(=O)Nc2ccc(S(N)(=O)=O)cc2)c1	-6
62	O=C(CN1CCN(Cc2nc(-c3ccc(F)cc3)cs2)CC1)NCc1ccc(F)cc1	-7
63	O=C1c2ccccc2C(=O)N1c1cccc(F)c1	-12
64	c1ccc(Oc2cccc(Oc3ccccc3)c2)cc1	-85
65	Cn1c(=O)c2c(SCc3cccnc3)nc(C3CCCC3)nc2n(C)c1=O	7
66	O=C(Cc1cccs1)NN=C/C(Cl)=C/c1ccccc1	-16
67	Cc1ccc(-n2[nH]c(C)c(C=C3C=Nc4ccccc43)c2=O)cc1C	-3
68	Cc1nccn1-c1ccc(N2CCN(C(=O)CCn3ccc(=O)[nH]c3=O)CC2)nn1	-22
69	NC(=NOC(=O)c1ccc(Cl)cc1[N+](=O)[O-])c1cccnc1	6
70	O=C(Cc1ccc(F)cc1)Nc1nnc(CS(=O)(=O)c2ccccc2)o1	-5

Further entries follow.
item	Molecule	SSB-PriA inh
71	Cc1cccc(-c2noc(-c3cc(-c4ccco4)n[nH]3)n2)c1	14
72	O=C(COCc1ccccc1)Nc1ccc(-c2csc(Nc3cccnc3)n2)cc1	5
73	Cn1nc(-c2ccc(F)cc2)cc1C(=O)NCCC1CCCCN1S(=O)(=O)c1cccs1 (configuration not stated)	4
74	CSc1ccccc1NC(=O)C1OC2OC(C)(C)OC2C2OC(C)(C)OC12 (configuration not stated)	-18
75	COc1cccc(C=NNC(=O)C(C)n2nnc3ccccc32)c1 (configuration not stated)	-4
76	Cc1c(Cl)cccc1S(=O)(=O)NCCSC1CCOCC1	-9
77	COc1cc(Cn2nc(C3CC3)c3cnn(-c4cccc(Cl)c4)c3c2=O)cc(OC)c1	-12
78	COC(=O)c1c(NC(=O)CCS(=O)(=O)c2ccccc2)sc2c1CCC(C)C2 (configuration not stated)	-3
79	O=C(CCCSc1ccc(NC(=O)c2ccc(F)cc2)nn1)NC1CC1	-4
80	COC(=O)c1ccc(NC(=O)CSc2ncc(-c3ccc(OC)cc3)n2C)cc1	-20

Along the list, as entered above.
SSB-PriA inh for entries 72 to 79 → 5, 4, -18, -4, -9, -12, -3, -4

Following part.
item	Molecule	SSB-PriA inh
81	Cc1cc(C(=O)Nc2nc(-c3ccc(C(C)C)cc3)cs2)on1	-1
82	O=C(c1ccc(CS(=O)(=O)Cc2ccccc2F)o1)N1CCCC1	-20
83	O=C(COc1cccc2ccccc12)N1CCN(c2ccc(-c3ccncc3)nn2)CC1	8
84	COc1ccc(C=O)cc1Cn1c(=O)n(CCCCC(=O)NC2CCCCC2)c(=O)c2ccccc21	6
85	CS(=O)(=O)c1ccc(NC(=O)C2CSCCC(=O)N2)cc1 (configuration not stated)	0
86	O=C(N[C@H](c1cccnc1)C1CCOCC1)c1ccc2nsnc2c1	-12
87	O=C(NCc1nnc2ccc(-c3cccs3)nn12)[C@@H]1CC=CCC1	-5
88	Cn1cc(CC(=O)Nc2ccc3c(c2)OCCO3)c2ccccc21	1
89	CCSc1nnc(NC(=O)CC2CSc3nc(C(C)C)cc(=O)n32)s1 (configuration not stated)	2
90	COC(=O)c1ccc(NC(=O)c2csc(Nc3ccc(S(C)(=O)=O)cc3)n2)cc1	-5

Next structures follow:
item	Molecule	SSB-PriA inh
91	COc1ccccc1N1CCN(N=Cc2cc(OC)c(OC(C)=O)c(OC)c2)CC1	-8
92	O=C(c1c[nH]c2ccccc12)N1CCC(Oc2ccc(C(F)(F)F)cn2)CC1	-3
93	Cc1cc(C)cc(NC(=O)CC2CCCCN2S(=O)(=O)c2ccc(F)cc2)c1 (configuration not stated)	15
94	COc1ccc(-c2nc(CCNC(=O)Cc3ccc(F)cc3)cs2)cc1	-7
95	COC[C@@](C)(O)CNC(=O)c1cc(C)cs1	-6
96	CC(=NNC(=O)CCC(=O)Nc1ccc(C)c(C)c1)c1cccs1	-17
97	CCn1ccc(C(=O)N=c2sc3cc(Cl)ccc3n2CCOC)n1	-9
98	Cc1c(-n2c(-c3ccccc3)cs/c2=N/N=C/c2ccccc2Cl)c(=O)n(-c2ccccc2)n1C	28
99	CS(=O)(=O)c1ccccc1C(=O)Nc1nnc(-c2ccc(F)cc2)o1	-11
100	Cc1ccc(NC(=S)NN=C2CCCCC2C)cc1 (configuration not stated)	32

The closing 7 compounds of the part above open the next one:
item	Molecule	SSB-PriA inh
94	COc1ccc(-c2nc(CCNC(=O)Cc3ccc(F)cc3)cs2)cc1	-7
95	COC[C@@](C)(O)CNC(=O)c1cc(C)cs1	-6
96	CC(=NNC(=O)CCC(=O)Nc1ccc(C)c(C)c1)c1cccs1	-17
97	CCn1ccc(C(=O)N=c2sc3cc(Cl)ccc3n2CCOC)n1	-9
98	Cc1c(-n2c(-c3ccccc3)cs/c2=N/N=C/c2ccccc2Cl)c(=O)n(-c2ccccc2)n1C	28
99	CS(=O)(=O)c1ccccc1C(=O)Nc1nnc(-c2ccc(F)cc2)o1	-11
100	Cc1ccc(NC(=S)NN=C2CCCCC2C)cc1 (configuration not stated)	32
101	NC(=O)c1oc2ccccc2c1NC(=O)c1ccc(C(F)(F)F)cc1	9
102	O=S(=O)(Oc1ccnc2cc(Cl)ccc12)N1CCCCC1	-27
103	O/N=C1/c2ccccc2-c2cc(Br)ccc21	i
104	COc1ccc(CCNC(=O)Cn2c(-n3nc(C)cc3C)nc(C)c(C)c2=O)cc1OC	5
105	O=Cc1ccnc2ccccc12	13
106	CCOC(=O)N1CCN(Cc2nc3c([nH]2)c(=O)[nH]c(=O)n3C)CC1	-3
107	CCC(=O)NNc1nc2c(OC)ccc(OC)c2s1	-4
108	NCc1ccc(OC2CCC(=O)CC2)nc1	-10
109	O=C1CS[C@@H](c2ccc(Cl)cc2)N1c1ccccc1	-22
110	N#Cc1ccccc1Cn1c(=O)n(CCC(=O)NCc2ccccc2Cl)c(=O)c2ccccc21	-8

Additional records:
item	Molecule	SSB-PriA inh
111	NC(=NOC(=O)c1ccc(Cl)cc1)c1nonc1N	-14
112	O=C(NCCC(O)C1CCOCC1)c1ccc(C(F)(F)F)nc1 (configuration not stated)	5
113	CN1C(=O)c2ccc(NC(=O)c3ccn(C)n3)cc2C1=O	-12
114	Cc1ccc(N2CCCS2(=O)=O)cc1NC(=O)C(=O)NCCc1c[nH]c2ccccc12	-21&15
115	CCn1cc(C=NNC(=O)c2csc3ccccc23)c(C)n1	-17
116	CC(=NNc1nc(N2CCCCC2)nc(N2CCOCC2)n1)c1cccs1	-6
117	CC(=NNC(=O)Cc1ccccc1Cl)c1cccnc1	-2
118	CSc1cccc(NC(=O)Cn2cnc3c(sc4cccc(F)c43)c2=O)c1	0
119	CCCS(=O)(=O)N1CCN=C1SCc1cccc([N+](=O)[O-])c1	-5
120	CCSc1nnc(NC(=O)CSc2ccc(Cl)cc2)s1	-1

The final 2 records of the part before open the next one:
item	Molecule	SSB-PriA inh
119	CCCS(=O)(=O)N1CCN=C1SCc1cccc([N+](=O)[O-])c1	-5
120	CCSc1nnc(NC(=O)CSc2ccc(Cl)cc2)s1	-1
121	O=c1cccnn1CCNS(=O)(=O)c1ccc2c(c1)OCCO2	-11&-7
122	COc1ccc(S(=O)(=O)Nc2ccc3c(c2)N(C(C)=O)CC3)cc1Cl	0
123	COc1ccc(OC)c(C=NNC(=O)CC(=O)NCCc2ccccc2)c1	12
124	O=C(NCc1ccc(F)cc1)C(=O)NCC(c1ccsc1)N1CCc2ccccc2C1 (configuration not stated)	3
125	CN(CC(=O)N1CCC(O)CC1)c1nc2c(C(F)(F)F)cccc2s1	-6
126	Cc1cc(C(=O)Nc2ccc(-c3ccc(=O)n(C)n3)cc2)ccc1[N+](=O)[O-]	-9
127	COCCNC(=O)c1csc(-c2cnccn2)n1	-15
128	O=C(CN1CCN(c2ccccc2)C1=O)NC1CCC(Oc2ncccn2)CC1 (configuration not stated)	-2
129	CCOC(=O)c1ccc(NC(=O)Cn2c(=O)nc(-c3ccccc3)c3cc(Cl)ccc32)cc1	-20
130	COC(=O)CCc1c(C)nn(-c2nc(C)cc(=O)[nH]2)c1C	3

Further entries follow:
item	Molecule	SSB-PriA inh
131	Cc1cc(C(=O)N2CC[C@H](n3ccnn3)C2)c(C)o1	-12
132	CCCN1CCCc2cc(CCNC(=O)C(=O)NCC)ccc21	24
133	O=[N+]([O-])c1cc(S(=O)(=O)Nc2ccc(Cl)cc2)ccc1NN=Cc1ccncc1	0
134	Cc1ccc(N2CCC(CNS(=O)(=O)CCc3ccccc3)CC2)nn1	-9
135	Cc1cc(C)n(CC2CCN(C(=O)CSc3nc4ccccc4o3)CC2)n1	-22
136	Cc1ccc2nc(NCCN(C)C)sc2c1	18
